Bioassay records: PubChem, National Center for Advancing Translational Sciences (NCATS)
S3 lipid droplet: qHTS Assay for Lipid Storage Modulators in Drosophila S3 Cells | Drosophila S3 cells, BODIPY lipid droplet fluorescence, 18-24 h; cells fed with added oleic acid | lipid storage change, negative = inhibition, % at the top dose, mostly 46.1 µM; hits show Potency in µM | 0.64% of 320,000 active | AID 2685; active = well fitted inhibition curve with a large enough effect in the signal ratio, with a control signal flat, not every such curve was filed as active; inconclusive = small, poorly fitted or top-dose-only effect, or effect the other way, or a change in a side signal; the % refers to the signal ratio
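Laser-scanning cytometry quantifies lipid droplet accumulation (500–530 nm total intensity; droplet/cell object ratio) in oleic acid-fed (400 uM added) Drosophila S3 cells treated with a concentration series. 20 uM Triacsin C defined 100% inhibition.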
S3 lipid droplet cell count max: further read-out of S3 lipid droplet, marked with its call; cell number change, %; measured here: cell count max response;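 cells counted by Cell Tracker Red CMTPX staining in the red channel; peak over a dose series mostly up to 46.1 µM; percent activity relative to internal control wells on each plate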
An asterisk follows results filed as active; i = inactive; ? = inconclusive; . = not tested or not shown; & = joins results of further samples. % is scaled to controls: 0 for no effect and ±100 for the full control effect; potency is read from the fitted curve at half-maximal effect. The list is partial (hit frequency here may not be typical).

SMILES	S3 lipid droplet	S3 lipid droplet cell count max
COc1ccccc1CNC(=O)COc1ccc(C)cc1	?	.
O=C(NCc1ccco1)/C(=C/c1ccco1)NC(=O)c1ccc(Br)o1	-5%	1
CCOC(=O)CNC(=O)CSc1nc2cccnc2n1Cc1ccccc1	?	.
CC(=O)c1cc(CN2CCC(n3nccc3NC(=O)c3ccccc3C)CC2)cs1	-17%	5
C=CCOn1c(C)c(C(C)=O)c2c3no[n+]([O-])c3ccc21	9%	2
COc1ccccc1C1=NC(c2ccc(C)cc2)N=C1C (stereo unspecified)	4%	-21
C=CCOC(=O)C1=C(C)NC(=O)NC1c1ccc(OCC)cc1 (stereo unspecified)	?	.
COc1ccc(Cl)cc1C(=O)NNC(=S)NC(=O)/C=C/c1ccco1	?	.
c1cncc(-c2nc3ccccc3[nH]2)c1	13%&0%	-2
CCNC(=S)N1CCc2cc(OC)c(OC)cc2C1COc1ccccc1OC (stereo unspecified)	12µM*	-26*
O=C(NCCCN1CCCC1)c1ccc(CS(=O)(=O)c2ccc(Cl)cc2)o1	?	.
O=C(c1ccc(F)cc1)c1cnc(Nc2ccccc2)s1	?	.
CCn1c(SCC(=O)NCc2ccco2)nnc1-c1ccncc1	?	.
N#C/C(=C(/O)c1cccc(F)c1)c1nc2ccccc2s1	9%	-1
COc1ccc(-c2[nH]ncc2CN2CCC(C(=O)c3ccc(F)cc3)CC2)cc1	3%	17
S=c1nc(Cc2ccc(Cl)cc2)[nH]c2ccccc12	?	.

6 entries drawn at random from the list so far:
SMILES	S3 lipid droplet	S3 lipid droplet cell count max
N#C/C(=C(/O)c1cccc(F)c1)c1nc2ccccc2s1	9%	-1
O=C(NCc1ccco1)/C(=C/c1ccco1)NC(=O)c1ccc(Br)o1	-5%	1
C=CCOC(=O)C1=C(C)NC(=O)NC1c1ccc(OCC)cc1 (stereo unspecified)	?	.
COc1ccc(Cl)cc1C(=O)NNC(=S)NC(=O)/C=C/c1ccco1	?	.
CCn1c(SCC(=O)NCc2ccco2)nnc1-c1ccncc1	?	.
CC(=O)c1cc(CN2CCC(n3nccc3NC(=O)c3ccccc3C)CC2)cs1	-17%	5

(list continues)
SMILES	S3 lipid droplet	S3 lipid droplet cell count max
CCOc1nc(NCCN2CCOCC2)nc(Nc2ccc(C)cc2)n1	20%	5
O=C(Oc1ccc2[nH]cc(CCN3C(=O)c4ccccc4C3=O)c2c1)c1ccco1	14%	-7
CC(C)CCNC(=O)C1CC(=O)N(C2CCCC2)C1 (stereo unspecified)	-5%	6
O=C1C2CCCN2C(c2ccccc2)N1c1nccs1 (stereo unspecified)	-18%	.
O=C(CN1C(=O)NC2(CCCCCC2)C1=O)N1CCC(Cc2ccccc2)CC1	1%	-5
Cc1ccc(-c2csc(N3CCC(NS(=O)(=O)c4ccc5c(c4)OCCO5)CC3)n2)cc1	-9%	.
Cc1cc([N+](=O)[O-])nn1CC(=O)Nc1cnc2ccccc2c1	1%	-14
CCOc1cc(/C=N/NC(=O)C(=O)N/N=C/c2ccc(O)c(OCC)c2)ccc1O	i	-19
Cc1ccc2nc(SC(C)C(=O)NC3CCCc4ccccc43)[nH]c2c1 (stereo unspecified)	?	.
CC(C)CN1C(=O)NC(NC(=O)c2cccs2)(C(F)(F)F)C1=O (stereo unspecified)	5%	-6
COc1ccc(NC(=O)C23CC4CC(C2)CC(n2cnc(Br)n2)(C4)C3)cc1OC	4%	7
CC1CC(=O)N(CC(=O)NCc2ccc3c(c2)OCO3)c2ccccc2S1 (stereo unspecified)	?	.
Cc1cc(C)cc(NC(=S)N2CCN(C(=O)c3ccco3)CC2)c1	?	.
CSc1ncc(CN2CCN(C3CCN(C(C)C)CC3)C(CCO)C2)cn1 (stereo unspecified)	-3%	20
CCN1CCN(Cc2c(O)ccc3c(=O)c(-c4ccc(OC)c(OC)c4)c(C)oc23)CC1	4%	-20
Cc1cccc(Nc2nnc(SCc3cn4ccsc4n3)s2)c1	12%	-16
Cc1cc(S(=O)(=O)Nc2nc(CN3CCOCC3)nc3sc4c(c23)CCC4)cc(C)c1C	?	.
COc1ccc(Cl)cc1C(=O)NNC(=S)NC(=O)c1cc(-c2ccc(Cl)cc2)nc2ccccc12	-20%	-4
Cc1ccc(S(=O)(=O)/C(C#N)=C/c2c(N3CCCCC3)nc3ccccn3c2=O)cc1	5%	7
N#CCC(CNc1ncc(C(F)(F)F)cc1Cl)OC(=O)c1cccc(C(F)(F)F)c1 (stereo unspecified)	13%	.
O=C(Cn1cncn1)NCc1cccc(C(F)(F)F)c1	?	.
CC(CCc1ccccc1)NC(=O)c1ccc(F)cc1 (stereo unspecified)	?	.
COCCN(C(=O)c1ccco1)C(C(=O)NC1CCCC1)c1cccs1 (stereo unspecified)	-2%	21
Cc1cccc(NC(=O)Nc2ccc(C)cc2Br)c1	?	.
O=C(/C=C(\c1ccc(Cl)cc1)n1cncn1)c1ccc(Cl)cc1	?	.
CC1=NN(c2ccc(Cl)cc2)C(=O)C1	?	.
COc1ccc(NCc2nnc(-c3ccccc3)o2)cc1	?	.
C=CCn1c(SCC(=O)Nc2ccc(C(=O)O)cc2)nc2sc(C)c(C)c2c1=O	?	.
CC(NC(=O)c1ccco1)C(=O)N1CCN(c2ccccc2)CC1 (stereo unspecified)	?	.
CSc1ccccc1OCc1cc(C(=O)N2CCSCC2)no1	-19%	0
CCSc1nc2n(n1)C(c1cccc(F)c1)C1=C(CCCC1=O)N2 (stereo unspecified)	?	.
C[C@H]1COC2=C1C(=O)C(=O)c1c2ccc2c1CCCC2(C)C	-2%	2
CCC1CCCCN1CCCNC(=O)c1ccc(CS(=O)(=O)Cc2ccc(Cl)cc2)o1 (stereo unspecified)	-4%	1
Cc1ccc(C)c(OCc2cc(C(=O)N3CCC(N4CCCC(O)C4)CC3)no2)c1 (stereo unspecified)	?	.
O=c1c2cccnc2[nH]c(=S)n1CCCN1CCN(c2ccc(F)cc2)CC1	?	.
CN1CCN(c2oc(Cc3cccc4ccccc34)nc2C#N)CC1	?	.
COc1ccc(NS(=O)(=O)c2ccc(C)c(C(=O)NCC(c3ccco3)N(C)C)c2)cc1 (stereo unspecified)	?	.
CC(C)c1cc(NCCOCCO)n2c(nc3ccccc32)c1C#N	10%	11
COC(=O)/C(=C1/Oc2ccc(C)cc2S1)C(F)(F)F	?	.
CC(=O)c1cccc(NCC(=O)N2CCN(S(=O)(=O)c3ccccc3)CC2)c1	?	.
CCn1c2ccc(/C(C)=N\O)cc2c2cc(/C(C)=N\O)ccc21	?	.
CCOCc1cnc(C)nc1NCC(=O)c1c(C)n(C)c2ccc(OC)cc12	?	.
CN(C)C(/C=C/Nc1ccc(O)cc1)=C(C#N)C#N	?	.
O=C(COC(=O)/C=C/c1cccc(Br)c1)NC1CCCCCC1	?	.
CCCCCc1cc(=O)oc2c(C(CCN3CCCC(C)C3)c3ccc4c(c3)OCO4)c(OC)cc(OC)c12 (stereo unspecified)	?	.
COc1cccc(CNC(=O)c2nnn(CC(=O)Nc3ccc(C)c(C)c3)c2N)c1	1%	-10
N#Cc1ccccc1NC(=O)Nc1cccs1	-1%	0
CC(C)(C)OC(=O)N1CCN(c2ccc(NC(=O)Cn3nnc(-c4ccccc4)n3)cc2)CC1	?	.
CCOC(=O)N1CCN(C(=O)COC(=O)COc2c(C)cc(C)cc2C)CC1	?	.
COc1ccc(CCNS(=O)(=O)c2ccc3c(c2)NC(=O)C(C)S3)cc1OC (stereo unspecified)	?	.
O=C(O)COc1ccc(/C=N/O)cc1Br	4%	13
COc1ccccc1-c1nc(C(=O)NCC2CCCO2)cc2c1[nH]c1ccccc12 (stereo unspecified)	?	.
CCOC(=O)[C@@H]1[C@H]2COc3cc(OC)ccc3[C@H]2N2C(=O)N(c3cccc(Cl)c3)C(=O)[C@]12C	?	.
CC(=O)OCCNc1cc(SC(C)C)c2nonc2c1[N+](=O)[O-]	-18%	-28
COc1ccc(NC(=O)CN(C)S(=O)(=O)c2ccc3c(c2)c(=O)n(C)c(=O)n3C)cc1	?	.
CCOC(=O)c1cnc(SCC(=O)Nc2ccc3c(c2)OCCO3)nc1N	?	.

(continued)
SMILES	S3 lipid droplet	S3 lipid droplet cell count max
Cn1c(CNC(=O)c2ccco2)nnc1SCC(=O)c1ccc(Br)cc1	?	.
N#CCCN(Cc1cccnc1)C(=S)NC1CC2C=CC1C2 (stereo unspecified)	3%	11
Cc1ncsc1C(=O)N1CCCC(CNS(=O)(=O)c2cccs2)C1 (stereo unspecified)	-18%	-4
Cc1noc(C)c1COc1ccc(C(=O)NNC(=O)c2ccccc2O)cc1	13%	18
CC1CCCN(c2ccc3nc4ccccc4c(=O)n3n2)C1 (stereo unspecified)	4%	.
CCN(CC)Cc1c(C(=O)N2CCc3ccccc3C2)nc2ccc(Cl)cn12	24%	8
COc1cc(NS(=O)(=O)c2ccc(NC(=O)/C(=C\c3ccccc3OC)NC(=O)c3ccccc3)cc2)nc(OC)n1	?	.
O=C(Nc1cccc(F)c1)NC1CCCCCCC1	15µM*	14*
Cc1ccccc1C(=O)NC(=S)NCc1ccccc1	?	.
O=C(Cc1ccc(N2CCNC2=O)cc1)N1CCCC(Nc2cccc(F)c2)C1 (stereo unspecified)	i	18
CCOC(=O)C1CCN(S(=O)(=O)c2cccc(-c3cn4cc(C)ccc4n3)c2)CC1	-8%	-8
COC(=O)CN1C(=S)N(c2ccc(F)cc2)C(=O)C1CC(=O)Nc1ccc(F)cc1 (stereo unspecified)	?	.
CC(=O)Nc1cc(C(=O)OCc2cccc([N+](=O)[O-])c2)ccc1C	?	.
CC(=O)N1c2ccc(S(=O)(=O)N(C)Cc3ccco3)cc2CC1C (stereo unspecified)	?	.
COc1ccccc1C(=O)Nc1c2c(nn1-c1ccc(Cl)cc1)CS(=O)(=O)C2	25%	20
CCOc1ccccc1NC(=O)C1CC2CCCC(C1)C2=O (stereo unspecified)	?	.
O=C(Cn1c(=O)c2c(ncn2Cc2ccccc2)n(Cc2ccccc2)c1=O)NC1CC1	?	.
c1ccc(CCC2=NCCn3cccc32)cc1	?	.
CN(C)c1nc2sc3c(c2c(=O)n1C)CC(C)(C)OC3	16%	-19
COc1cccc(C2=NOC(C(=O)Nc3cccnc3Cl)C2)c1 (stereo unspecified)	5%	3
CCCCn1c(CCNC(=O)c2cccs2)nc2ccccc21	18%	0
CC1Cc2ccccc2N1c1ncnc(N)c1[N+](=O)[O-] (stereo unspecified)	?	.
CCN(CC(=O)N1CCc2ccccc2C1)S(=O)(=O)c1ccc2ccccc2c1	?	.
COc1ccccc1NC(C)=[N+](C)CCNS(=O)(=O)c1ccc(Cl)cc1	-4%	2
COCCNC(=S)N(CCc1c(C)[nH]c2ccc(C)cc12)Cc1cccnc1	-7%	0
COc1ccccc1NC(=O)c1c(O)c2ccccc2[nH]c1=O	?	.
COc1ccccc1OCCNC(=O)CCNC(=O)c1ccccc1OC	4%	8
O=C(COC(=O)Cc1ccc(Cl)cc1)Nc1cc(S(=O)(=O)N2CCOCC2)ccc1N1CCCC1	-1%	4
CCNS(=O)(=O)c1ccc(CCC(=O)N2CCN(Cc3ccccc3)CC2)cc1	?	.
COCCCNC(=O)CN(c1cc(Cl)ccc1OC)S(=O)(=O)c1ccc(C)c([N+](=O)[O-])c1	i	23
Cc1c(NC(=O)c2c(N)sc3c2CCCC3)c(=O)n(-c2ccccc2)n1C	?	.
CC(C)(C)c1ccccc1NC(=S)NCc1ccccc1	-15%	1

Entries listed so far that contain a COOH group (2):
SMILES	S3 lipid droplet	S3 lipid droplet cell count max
C=CCn1c(SCC(=O)Nc2ccc(C(=O)O)cc2)nc2sc(C)c(C)c2c1=O	?	.
O=C(O)COc1ccc(/C=N/O)cc1Br	4%	13

Remaining list, next part
SMILES	S3 lipid droplet	S3 lipid droplet cell count max
O=C(NCc1ccc(F)cc1)C1CCCN(C(=O)Nc2ccc(F)cc2)C1 (stereo unspecified)	?	.
O=C(Cc1ccc(Cl)cc1)Nc1cccc(S(=O)(=O)N2CCCCC2)c1	?	.
COc1ccc(-c2nn(-c3ccccc3)cc2C2CC(c3cccs3)=NN2C(=O)CCC(=O)O)cc1 (stereo unspecified)	?	.
O=C(NCC(c1ccc(F)cc1)N1CCOCC1)c1ccc(Br)o1 (stereo unspecified)	16%	-10
Cc1ccc(NC(=O)C2=NNC(=O)CC2)cc1F	4%	1
CCn1cc(C(=O)OCC(=O)N(C)C2CCS(=O)(=O)C2)c(=O)c2ccc(C)nc21 (stereo unspecified)	8%	5
COc1ccc(NS(=O)(=O)c2ccc3nc(COc4ccc(Cl)c(C)c4)[nH]c3c2)cc1	?	.
CCN1C(=O)C(C(=O)NC(C)c2ccccc2)C2CC1(C)Oc1ccccc12 (stereo unspecified)	5%	5
Cc1ccccc1N(C(=O)CS(=O)CC(=O)Nc1ccc(F)cc1)C(C)C(=O)NC(C)(C)C (stereo unspecified)	?	.
